ARNT-TACC3 inh: disruptors of ARNT/TACC3 protein interaction, primary screen, biochemical, AlphaScreen, single concentration. 390,000 tested, 0.66% active. AlphaScreen His-ARNT PAS-B/GST-TACC3 binding, luminescence; TACC3 fragment carries E629A point mutation. inhibition, % at 9.99 µM;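 active means mean inhibition of replicates at least 50% and at least half of replicates each reaching 50%; inconclusive means half or more replicates reach 50% but mean below 50%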;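 further: 0% = complete ARNT plus TACC3 wells and 100% = ARNT alone without TACC3; many hits fall short of the cut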
EWS-Fli block: EWS/Fli-driven NR0B1 reporter inhibitors, primary screen, A673 cells, NR0B1 luciferase, luminescence, MLPCN library. viability-normalised. inhibition, % at 12.6 µM. 350,000 tested, 0.67% active. AID 651661, 2012;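 active means mean inhibition of at least 50% after viability correction, with every replicate also passing that limit; inconclusive means mean reaches 50% but only one of two replicates passes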;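 further: firefly luciferase signal divided by Alamar Blue viability fluorescence both relative to DMSO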
CASP6 VEID inh: human caspase-6 inhibitors, primary screen, biochemical, VEID-R110 fluorescence, single point, set 2. AID 686996, 2013. purified caspase-6, Z-VEID-R110 cleavage fluorescence. 350,000 tested, 0.53% active. inhibition, % at 12.5 µM. P55212;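 active means mean inhibition across replicates at least about 35%, with every replicate also reaching that limit, limit read from the data; inconclusive means only one of the two criteria met; inactive means neither criterion met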;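 further: 0% = median of neutral control wells and 100% = no fluorescence left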
Target sequence (P55212 24-179 limits assumed): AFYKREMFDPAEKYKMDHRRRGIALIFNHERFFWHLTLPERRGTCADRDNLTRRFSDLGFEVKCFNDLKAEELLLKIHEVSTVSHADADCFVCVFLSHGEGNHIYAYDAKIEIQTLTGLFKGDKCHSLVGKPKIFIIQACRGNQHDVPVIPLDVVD
Target sequence (P55212 194-293 limits assumed): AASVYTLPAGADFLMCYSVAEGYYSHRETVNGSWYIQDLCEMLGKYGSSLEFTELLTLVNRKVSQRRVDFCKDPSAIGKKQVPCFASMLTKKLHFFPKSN
DENV2 CPE: inhibitors of DENV2 cytopathic effect, primary screen, cell-based, plate reader, single concentration. DENV2-infected cells, cytopathic effect rescue. CPE inhibition, % at 9.99 µM. 350,000 tested, 1.7% active. AID 651640, 2012; in the data active means CPE inhibition above about 20%, passing the limit was not always enough; inconclusive means no clear call, values can overlap the other calls; tested in BHK-21 cells;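 further: 0% = median of neutral control wells and 100% = median of positive control wells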
PAX8 inh HTS: inhibitors of PAX8-driven TPO luciferase reporter, primary screen, RMG-I cells, single concentration. inhibition, % at 12.6 µM. 360,000 tested, 1.2% active. SteadyGlo, 24 h;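 active means mean replicate inhibition at least 60% with every replicate also reaching 60%; inconclusive means only one of the two criteria is met; inactive means mean below 60% and not all replicates reaching 60%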;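 further: luciferase light reporting Pax8 driven TPO promoter activity; plate controls were median of neutral control wells for no effect and mitoxantrone controls for full effect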
SIRT5 block: SIRT5 desuccinylase inhibitors, primary screen, biochemical, fluorescence imaging, single point, set 5; Purified SirT5, succinyl-peptide AMC, trypsin-coupled fluorescence; AID 652115, 2013; inhibition, % at 15 µM; NAD-dependent protein deacylase sirtuin-5, mitochondrial (Homo sapiens), Q9NXA8; 330,000 tested, 1.1% active; in the data active means inhibition above about 15%; inconclusive means no clear call, values can overlap the other calls
Target sequence (Q9NXA8 whole entry, looked up): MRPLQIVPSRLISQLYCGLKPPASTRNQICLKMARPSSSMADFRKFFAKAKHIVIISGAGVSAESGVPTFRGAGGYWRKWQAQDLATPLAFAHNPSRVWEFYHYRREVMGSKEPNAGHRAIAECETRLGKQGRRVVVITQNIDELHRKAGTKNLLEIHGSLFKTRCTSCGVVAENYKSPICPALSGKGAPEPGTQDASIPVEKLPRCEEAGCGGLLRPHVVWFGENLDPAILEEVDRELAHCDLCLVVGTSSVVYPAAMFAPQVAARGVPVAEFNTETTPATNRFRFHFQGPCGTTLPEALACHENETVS
LGR2 inh: inhibitors of bursicon-induced LGR2 CRE-luciferase signal, primary screen, cell-based, HEK293, CRE-luciferase reporter, bursicon stimulation. Drosophila bursicon receptor LGR2 (rickets). bursicon-stimulated, 4 h. inhibition, % at 9.99 µM. 380,000 tested, 0.35% active;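 active means drop in luminescence signal, shown as inhibition above about 50% in the replicate tests, limit read from the data, passing the limit was not always enough; inconclusive means probably only some replicates passing the limit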;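 further: agonist challenge used bursicon conditioned medium at about half maximal strength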
* marks the source's active call; other numbers are inactive results; & = joins results of further samples. Rows were taken by chance; overall some 4.9% were active at least once.

For COc1ccc(NC(=O)CN2CCN(c3ccc(C)cc3C)CC2)cc1 the results were ARNT-TACC3 inh -2, EWS-Fli block 12, CASP6 VEID inh 1, DENV2 CPE inconclusive, PAX8 inh HTS 4, SIRT5 block 0 and LGR2 inh 4.
Screening Cc1ccc(S(=O)(=O)N[C@@H]2CCCN(Cc3cccc(OCCO)c3)C2)cc1 returned ARNT-TACC3 inh 1, EWS-Fli block 6 and DENV2 CPE 3.
Nc1nc(=S)c2ncn(C3OC(CO)CC3O)c2[nH]1 (stereo not given) was read as ARNT-TACC3 inh -5, EWS-Fli block -1, CASP6 VEID inh -5, DENV2 CPE -9, PAX8 inh HTS 12 and LGR2 inh 1.
CC1CCC(NC(=O)CCN2C(=O)C3CC=CCC3C2=O)CC1 (stereo not given) was read as ARNT-TACC3 inh -3, EWS-Fli block -7, CASP6 VEID inh 3, DENV2 CPE -4, PAX8 inh HTS 3, SIRT5 block 3 and LGR2 inh 6.
Screening CN(C(=O)c1cccc(NC(=O)Cc2ccc([N+](=O)[O-])cc2)c1)C1CCC1 returned ARNT-TACC3 inh 3, EWS-Fli block 13, CASP6 VEID inh -2, DENV2 CPE 1, PAX8 inh HTS 5 and LGR2 inh 1.
For CN1[C@@H]2c3ccc(-c4ccncc4)c(=O)n3C[C@H]1[C@H](CO)[C@H]2C(=O)N1CCC(Cc2ccccc2)CC1 the results were ARNT-TACC3 inh -1, EWS-Fli block -10, DENV2 CPE 25*, PAX8 inh HTS 2, SIRT5 block -3 and LGR2 inh 9.
COc1ccc(-n2c(=S)[nH]c3cc(C(=O)Nc4cc(OC)c(OC)c(OC)c4)ccc3c2=O)c(OC)c1 was read as ARNT-TACC3 inh 18, EWS-Fli block -4, CASP6 VEID inh 6, DENV2 CPE -16, PAX8 inh HTS -7, SIRT5 block 0 and LGR2 inh 0.
Screening CCC(C)c1ccc(S(=O)(=O)N2CCN(C(=O)c3ccc(Cl)c(S(=O)(=O)N4CCOCC4)c3)CC2)cc1 (stereo not given) returned ARNT-TACC3 inh -6, EWS-Fli block 14, CASP6 VEID inh 2, DENV2 CPE -5, PAX8 inh HTS 30, SIRT5 block -9 and LGR2 inh -21.
Screening C=CCn1c(N(C)C)nc2c1c(=O)[nH]c(=O)n2C returned ARNT-TACC3 inh -4, EWS-Fli block -10, CASP6 VEID inh -1, DENV2 CPE -7, PAX8 inh HTS -4, SIRT5 block 2 and LGR2 inh -7.
For COc1ccc(C)cc1NC(=O)NNC(=O)C1CCC(C(C)(C)C)CC1 (stereo not given) the results were ARNT-TACC3 inh 1, EWS-Fli block -1, CASP6 VEID inh -1, DENV2 CPE 2, PAX8 inh HTS 8, SIRT5 block 6 and LGR2 inh 7.
O=C(Cn1cc2c(n1)CCCCC2)Nc1ccc(F)cc1F was read as EWS-Fli block -17, CASP6 VEID inh 0, DENV2 CPE -4, PAX8 inh HTS -12, SIRT5 block -3 and LGR2 inh -6.
CN(C)CCNC(=O)c1cccc2nc3cccc(F)c3nc12 was read as ARNT-TACC3 inh 7, EWS-Fli block 56*, CASP6 VEID inh -6, DENV2 CPE -7, PAX8 inh HTS 7, SIRT5 block -1 and LGR2 inh 37.
O=C(OCC(=O)N1CCOCC1)c1cccc(S(=O)(=O)N2CCCc3ccccc32)c1 was read as ARNT-TACC3 inh -7, EWS-Fli block -13, CASP6 VEID inh 1, DENV2 CPE inconclusive, PAX8 inh HTS 5, SIRT5 block -3 and LGR2 inh 11.
`C[C@@H]1CN([C@@H](C)CO)C(=O)Cc2cc(NS(C)(=O)=O)ccc2O[C@@H]1CN(C)Cc1ccc(Cl)c(Cl)c1` gave ARNT-TACC3 inh -10, CASP6 VEID inh -2, DENV2 CPE 2, PAX8 inh HTS 23, SIRT5 block 4 and LGR2 inh 23.
Cc1cccc(NC(=O)COC(=O)CN2C(=O)C3CCCCC3C2=O)c1C (stereo not given) was read as EWS-Fli block -3, CASP6 VEID inh 0, DENV2 CPE -10, PAX8 inh HTS 0, SIRT5 block -4 and LGR2 inh -15.
Screening O=C(C[C@H]1CC[C@H](NC(=O)c2cccc(F)c2)[C@H](CO)O1)Nc1nccs1 returned ARNT-TACC3 inh 16, EWS-Fli block -3, CASP6 VEID inh -1, DENV2 CPE 6, PAX8 inh HTS -3, SIRT5 block 1 and LGR2 inh 0.
For CN(C)C(=O)/C=C\c1cn(-c2ccccc2)nc1-c1ccc2c(c1)OCCO2 the results were EWS-Fli block -11, CASP6 VEID inh 5, DENV2 CPE 4, PAX8 inh HTS -1, SIRT5 block -1 and LGR2 inh -6.
For O=C(CSc1ccccc1)NCCc1ccc(F)cc1 the results were ARNT-TACC3 inh -4, EWS-Fli block -32, CASP6 VEID inh 0, DENV2 CPE -1, PAX8 inh HTS -23, SIRT5 block 0 and LGR2 inh 4.
Screening CC(=O)Nc1cccc(-c2ccnc3c2CC(C)(C(=O)Nc2cccnc2)O3)c1 (stereo not given) returned EWS-Fli block -1, CASP6 VEID inh 1, DENV2 CPE 9, SIRT5 block -1 and LGR2 inh -1.
`CC(=O)Nc1ccc2c(c1)[nH]c(=O)c1ccccc12` gave ARNT-TACC3 inh -20, EWS-Fli block -40, CASP6 VEID inh 0, DENV2 CPE -3, PAX8 inh HTS -17 and LGR2 inh -8.

Arranged by count of non-hydrogen atoms (high to low): some entries from above
Screening CC(=O)Nc1cccc(-c2ccnc3c2CC(C)(C(=O)Nc2cccnc2)O3)c1 (stereo not given) returned EWS-Fli block -1, CASP6 VEID inh 1, DENV2 CPE 9, SIRT5 block -1 and LGR2 inh -1.
Screening O=C(C[C@H]1CC[C@H](NC(=O)c2cccc(F)c2)[C@H](CO)O1)Nc1nccs1 returned ARNT-TACC3 inh 16, EWS-Fli block -3, CASP6 VEID inh -1, DENV2 CPE 6, PAX8 inh HTS -3, SIRT5 block 1 and LGR2 inh 0.
O=C(Cn1cc2c(n1)CCCCC2)Nc1ccc(F)cc1F was read as EWS-Fli block -17, CASP6 VEID inh 0, DENV2 CPE -4, PAX8 inh HTS -12, SIRT5 block -3 and LGR2 inh -6.
For O=C(CSc1ccccc1)NCCc1ccc(F)cc1 the results were ARNT-TACC3 inh -4, EWS-Fli block -32, CASP6 VEID inh 0, DENV2 CPE -1, PAX8 inh HTS -23, SIRT5 block 0 and LGR2 inh 4.
`CC(=O)Nc1ccc2c(c1)[nH]c(=O)c1ccccc12` gave ARNT-TACC3 inh -20, EWS-Fli block -40, CASP6 VEID inh 0, DENV2 CPE -3, PAX8 inh HTS -17 and LGR2 inh -8.

(continued)
Oc1ccccc1N1CCN(c2nnnn2-c2ccccc2)CC1 was read as ARNT-TACC3 inh -5, EWS-Fli block 20, CASP6 VEID inh 4, DENV2 CPE -2, PAX8 inh HTS -2, SIRT5 block -1 and LGR2 inh -6.
`CO[C@@H]1CN(C)C(=O)c2ccc(NC(=O)c3cc(C)on3)cc2OC[C@@H](C)N(CC2CC2)C[C@@H]1C` gave ARNT-TACC3 inh -6, EWS-Fli block -3, CASP6 VEID inh -6, DENV2 CPE 5, PAX8 inh HTS -11, SIRT5 block 0 and LGR2 inh 4.
Screening O=C(NCC[C@H]1CC[C@H](NC(=O)c2ccccc2F)[C@H](CO)O1)c1cnccn1 returned ARNT-TACC3 inh 29, EWS-Fli block -2, CASP6 VEID inh 0, DENV2 CPE -1, PAX8 inh HTS -5, SIRT5 block -1 and LGR2 inh -19.
For C/C=C/c1ccc2c(c1)O[C@@H](CN(C)C(C)=O)[C@H](C)CN([C@H](C)CO)S2(=O)=O the results were ARNT-TACC3 inh -6, EWS-Fli block -5, CASP6 VEID inh -1, DENV2 CPE -3, SIRT5 block -3 and LGR2 inh 4.
For CCOC(=O)c1cnc(N)nc1-c1ccccc1 the results were ARNT-TACC3 inh 6, EWS-Fli block 2, CASP6 VEID inh -1, PAX8 inh HTS -4, SIRT5 block -3 and LGR2 inh 6.
For C[C@@H]1CN([C@@H](C)CO)C(=O)c2cc(C#CC3(O)CCCC3)cnc2O[C@H]1CN(C)Cc1ccccc1 the results were ARNT-TACC3 inh -7, EWS-Fli block 10, CASP6 VEID inh 0, DENV2 CPE 13, SIRT5 block 0 and LGR2 inh 9.
For COc1ccccc1CCC(=O)OCC(=O)Nc1cccc(S(=O)(=O)N2CCCCC2)c1 the results were ARNT-TACC3 inh 1, EWS-Fli block 5, CASP6 VEID inh 1, DENV2 CPE 13, SIRT5 block -1 and LGR2 inh 1.
`C=CCn1c(SCC(=O)N2CCN(c3ccccc3)CC2)nc2c([nH]c3ccccc32)c1=O` gave ARNT-TACC3 inh -1, CASP6 VEID inh -2, DENV2 CPE -3, PAX8 inh HTS 12, SIRT5 block -3 and LGR2 inh 10.
`CO[C@@H]1CN(C)C(=O)c2cc(NC(=O)C3CC3)ccc2OC[C@H](C)N(C)C[C@@H]1C` gave ARNT-TACC3 inh -9, EWS-Fli block -1, CASP6 VEID inh 2, DENV2 CPE 10, PAX8 inh HTS -8, SIRT5 block 1 and LGR2 inh 4.
`Cc1cc(-c2ccc(C)c(S(=O)(=O)N3CCN(C(=O)c4ccco4)CC3)c2)on1` gave ARNT-TACC3 inh 1, CASP6 VEID inh 0, DENV2 CPE 7, PAX8 inh HTS 2, SIRT5 block -5 and LGR2 inh -2.
Screening C=CCNc1n[nH]c(=S)s1 returned EWS-Fli block 7, CASP6 VEID inh -1, DENV2 CPE -3, PAX8 inh HTS -9 and LGR2 inh -15.
Screening C[C@H](CO)N1C[C@H](C)[C@H](CN(C)C(=O)Nc2ccccc2)Oc2c(NC(=O)Nc3ccc(C(F)(F)F)cc3)cccc2C1=O returned ARNT-TACC3 inh -1, EWS-Fli block -8, CASP6 VEID inh 4, DENV2 CPE -7, PAX8 inh HTS 22 and SIRT5 block -1.
For OCCNC(=S)NCc1ccccc1 the results were ARNT-TACC3 inh 3, EWS-Fli block -4, CASP6 VEID inh -5, DENV2 CPE -3, PAX8 inh HTS 11, SIRT5 block -5 and LGR2 inh -4.
CCN(CC)S(=O)(=O)c1ccc(N2CCCC2)c(NC(=O)CSCc2c(C)noc2C)c1 was read as EWS-Fli block 3, CASP6 VEID inh -52, DENV2 CPE -5, PAX8 inh HTS 2, SIRT5 block -1 and LGR2 inh 0.
O=C(Cn1cnc(S(=O)(=O)N2CCOCC2)c1)Nc1ccc(OC(F)(F)F)cc1 was read as ARNT-TACC3 inh -1, CASP6 VEID inh -2, DENV2 CPE 0, PAX8 inh HTS 2, SIRT5 block -2 and LGR2 inh -29.
For N#C/C(=C\c1ccc(-c2ccc(Br)cc2)o1)C(=O)NCCc1c[nH]c2ccccc12 the results were EWS-Fli block 37, CASP6 VEID inh -1, DENV2 CPE -1, PAX8 inh HTS 10, SIRT5 block 0 and LGR2 inh -8.
`COc1ccc(NC(=O)N(C)C[C@H]2Oc3ccc(NC(=O)CCN4CCOCC4)cc3C(=O)N([C@@H](C)CO)C[C@H]2C)cc1` gave ARNT-TACC3 inh -24&6, EWS-Fli block -2&-4, CASP6 VEID inh -2&2, DENV2 CPE 9&-5, PAX8 inh HTS -9&2, SIRT5 block 5&-4 and LGR2 inh 11&-1.
Screening Cc1ccc(-c2nn(CC(=O)N3CCOCC3)c(=O)c3ccccc23)cc1S(=O)(=O)N(C)C returned ARNT-TACC3 inh 16, EWS-Fli block -3, CASP6 VEID inh 1, DENV2 CPE -4, PAX8 inh HTS -7, SIRT5 block 5 and LGR2 inh -2.

High-throughput results (PubChem BioAssay)
